# SSB-PriA inh: inhibitors of Klebsiella pneumoniae PriA binding to SSB C-terminal tail | AlphaScreen SSBct-PriA binding, biotinylated peptide | AID 1272365 | 430,000 tested, 0.6% active | inhibition, % at 33 µM; in the data active = inhibition mostly above about 37%, no sharp cut-off; inactive = mostly below about 20%;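 note: plate controls were negative control peptide for no effect and reference peptide for full effect; strong numbers were not always called active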
# Anthrax LF inh2: blocks Bacillus anthracis lethal factor protease; P15917; multiplex microsphere protease cleavage assay, LF; inhibition, % at 10 µM; 360,000 tested, 0.12% active; AID 588501; note: plate controls were buffer without enzyme for full effect and enzyme alone for no effect
# Target sequence (P15917 whole entry, looked up): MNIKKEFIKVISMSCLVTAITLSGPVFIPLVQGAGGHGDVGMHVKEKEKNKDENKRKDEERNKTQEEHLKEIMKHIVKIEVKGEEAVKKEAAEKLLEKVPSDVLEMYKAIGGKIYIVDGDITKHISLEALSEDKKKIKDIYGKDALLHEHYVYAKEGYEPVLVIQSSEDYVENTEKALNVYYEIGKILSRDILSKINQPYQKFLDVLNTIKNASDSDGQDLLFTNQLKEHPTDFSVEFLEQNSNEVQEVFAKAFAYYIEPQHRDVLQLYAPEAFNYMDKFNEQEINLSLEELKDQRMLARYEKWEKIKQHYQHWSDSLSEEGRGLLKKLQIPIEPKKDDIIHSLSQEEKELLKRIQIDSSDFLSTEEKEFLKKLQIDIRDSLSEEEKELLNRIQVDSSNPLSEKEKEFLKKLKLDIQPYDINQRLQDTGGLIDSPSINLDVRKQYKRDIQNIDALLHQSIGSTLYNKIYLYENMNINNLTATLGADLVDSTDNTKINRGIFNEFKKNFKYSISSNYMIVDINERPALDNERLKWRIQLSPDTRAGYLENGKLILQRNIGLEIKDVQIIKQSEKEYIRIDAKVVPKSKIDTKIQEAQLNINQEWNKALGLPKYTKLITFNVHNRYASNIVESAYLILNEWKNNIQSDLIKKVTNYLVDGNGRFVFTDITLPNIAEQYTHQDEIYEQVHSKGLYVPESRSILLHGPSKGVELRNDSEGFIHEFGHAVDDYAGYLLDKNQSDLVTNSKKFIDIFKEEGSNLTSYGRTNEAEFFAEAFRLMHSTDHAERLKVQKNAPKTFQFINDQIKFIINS
# SARS 3CLpro inh: SARS-CoV 3CLpro protease inhibition | P0C6X7 | recombinant SARS-CoV 3CLpro, quenched FRET peptide cleavage | inhibition, % at 6 µM | 290,000 tested, 0.14% active; in the data active = inhibition above about 12%
# TcdB GH inh: inhibitors of Clostridioides difficile toxin B glycohydrolase | TcdB glycohydrolase enzymatic assay, plate reader | inhibition, % at 9.99 µM | P18177 | 350,000 tested, 0.24% active; in the data active = inhibition above about 10%
# Yp Topo-I inh: inhibitors of Yersinia pestis topoisomerase I. Y. pestis Topo-I cleavage product accumulation, plate reader. activity, % at 10 µM. 360,000 tested, 0.064% active. AID 504884; in the data active = activity above about 50%, passing the limit was not always enough; inconclusive = no clear call, values can overlap the other calls; note: inactives centre near 2
# Vc quorum ag: inducers of Vibrio cholerae quorum light production without autoinducers; 350,000 tested, 0.16% active; AID 588436; activation, % at 18.7 µM; V. cholerae BH1578 lux reporter, luminescence, 6 h; in the data active = activation mostly above about 9.7%, no sharp cut-off; inconclusive = no clear call, values can overlap the other calls; inactive = mostly below about 3.7%; note: not every result past the cut was called active; inactives centre near 0; reference of the scale not given here
# DUSP3 inh: blocks human VHR1 dual specificity phosphatase; 290,000 tested, 0.52% active; P51452; recombinant VHR phosphatase, pNPP absorbance; inhibition, % at 13.3 µM; AID 1654; in the data active = inhibition above about 50%; note: some compounds called inactive have numbers as strong as hits
# Target sequence (P51452 whole entry, looked up): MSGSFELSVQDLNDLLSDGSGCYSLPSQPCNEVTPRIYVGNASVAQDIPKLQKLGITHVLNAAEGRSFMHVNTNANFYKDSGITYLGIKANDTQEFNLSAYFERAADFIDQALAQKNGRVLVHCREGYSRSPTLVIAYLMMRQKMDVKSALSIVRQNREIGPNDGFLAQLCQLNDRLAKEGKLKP
# BoNT A protease: BoNT A light chain protease inhibition. multiplex microsphere protease substrate cleavage, flow cytometry. inhibition, % at 10 µM. 360,000 tested, 0.17% active; note: plate controls were buffer without enzyme for full effect and enzyme alone for no effect
# PfHsp40 rescue: compounds rescuing yeast from Plasmodium falciparum HSP40 toxicity. growth rescue, % at 12.5 µM. 340,000 tested, 0.68% active. AID 504582. S. cerevisiae expressing PfHsp40, growth rescue, ATP luminescence; in the data active = growth rescue above about 28%, passing the limit was not always enough; inconclusive = no clear call, values can overlap the other calls;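 note: yeast W303a lacking pdr1 and pdr3 grown in galactose medium; growth measured after three days at 30 °C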
# CCHF vOTU inh: blocks the CCHF virus ovarian tumor domain protease; 370,000 tested, 0.55% active; CCHFV vOTU protease, Pep-AMC fluorescence; inhibition, % at 11.5 µM; in the data active = inhibition above about 30%; note: 0% = vehicle wells with enzyme and 100% = no enzyme wells
# Numbers without * were called inactive; i = inactive; u = inconclusive; x = not tested or not shown; & = joins results of further samples. Cut-off read from the data, not from the text of the source, unless noted: active = inhibition above about 30%; inconclusive = no clear call, values can overlap the other calls; inactive = below that. An excerpt (hit frequency here may not be typical).
Molecule	SSB-PriA inh	Anthrax LF inh2	SARS 3CLpro inh	TcdB GH inh	Yp Topo-I inh	Vc quorum ag	DUSP3 inh	BoNT A protease	PfHsp40 rescue	CCHF vOTU inh
Cc1ccc2nc(NC(=O)c3ccc(OCC4CCCO4)cc3)sc2c1 (stereo unspecified)	-10	0	4	-0.3	8	-5.6	-5	-0.5	-1.1	14
OCCC1CN(Cc2ccon2)CCN1Cc1ccccc1 (stereo unspecified)	-12	3	5	0.0	-3	i	6	-0.8	0.0	7
COc1cc(C(=O)N2CCC(NC(=O)C(Cc3ccccc3)NC(C)=O)CC2)cc(OC)c1OC (stereo unspecified)	-5	-15	-3	x	6	i	-2	u	-0.7	-3
CCOC(=O)c1cc2occc2n1CC(=O)NC1CCCCC1C (stereo unspecified)	-3	-5	5	x	-1	-0.2	31	-0.9	1.3	1
CCCCN(CCCC)C(=O)C[n+]1cccc(/C=N/O)c1	x	1	-4	1.4	-2	-0.1	6	-0.3	-0.4	1
O=C(NCC(=O)N(Cc1ccco1)C(C(=O)NC1CCCCC1)c1ccncc1)c1cccs1 (stereo unspecified)	3	2	2	0.2	5	-0.3	19	1.4	1.6	-19
O=C(CCC(=O)c1ccc(F)cc1)NCC1(N2CCCCC2)CCCCC1	4	-5	x	0.8	3	-2.6	x	0.4	0.0	11
CCn1c2ccccc2c2cc(CN3CCN(C(=O)c4ccco4)CC3)ccc21	28	0	-6	x	29	-0.1	6	-0.7	0.1	6
COc1ccccc1C(=O)COC(=O)c1cccc(-n2cnnn2)c1	2	-2	x	0.6	10	1.5	x	0.6	-0.3	1
O=C(Nc1ccccc1)c1sc(N2CCOCC2)nc1-c1ccccc1	-12	-1	2	0.7	2	-0.2	-1	0.3	-0.8	-5
CC(c1ccc(F)cc1)n1c(-c2ccc3ccccc3n2)n[nH]c1=S (stereo unspecified)	-4	-6	7	2.9	3	-1.6	20	-0.7	11	4
OC(COC(c1ccc(F)cc1)c1ccc(F)cc1)CN1CCCC(C(F)(F)F)C1 (stereo unspecified)	-16	2	-5	0.4	9	i	87	1.1	-1.0	24
Cc1ccc(C2(C)NC(=O)N(CC(=O)Nc3cc(S(=O)(=O)N4CCOCC4)ccc3OC(C)C)C2=O)cc1 (stereo unspecified)	-1	-7	x	0.0	21	-2.8	x	-2.3	-0.4	-5
Cc1ccc(NCC(=O)N/N=C/c2cc(O)ccc2[N+](=O)[O-])cc1	x	4	-1	0.7	-7	3.5	40	0.2	-1.1	-7
Brc1ccc2ncnc(Nc3cccc4ccccc34)c2c1	10	0	-1	x	-8	i	-7	3.4	u	8
Cc1ccc(NC(=O)c2ccc(OC(F)F)cc2)cc1S(=O)(=O)N(C)C	-12	0	-2	2.1	-4	-0.4	-10	-0.9	2.7	-8
CCN1C(=O)[C@@H]2[C@@H](c3ccc(-c4ccc(OC)cc4)c(OC)c3)N3CCCC[C@@]3(C(=O)OC)[C@@H]2C1=O	-6	-7	x	0.5	22	-1.3	x	-0.1	-0.2	20
O=C(Oc1ccc(C(=S)N2CCOCC2)cc1Br)c1cc(Cl)ccc1Cl	-7	-8	-2	x	0	-0.7	23	-0.7	0.0	-1
CCN(CC)c1ccc(/C=N/NC(=O)c2c(Cl)c(C)nn2C)cc1	x	-2	0	0.1	9	i	-5	-0.6	-0.7	-6
CCN1C[C@@]2(COC)C3[C@@H](OC)[C@H]4[C@@H]1[C@@]3(C1C[C@H]3[C@H](OC(=O)c5ccccc5)C1[C@]4(OC(C)=O)C[C@H]3OC)[C@@H](OC)C[C@H]2O (stereo partly specified)	-2	-2	x	x	16	-0.3	x	-1.6	x	x
Cc1ccc(C)c(S(=O)(=O)NC(Cc2c[nH]c3ccccc23)C(=O)O)c1 (stereo unspecified)	-7	1	1	1.5	0	i	10	0.7	-1.8	-8
Cc1ccc(N(C(=O)Cc2cccs2)C(C(=O)NC2CCCC2)c2ccncc2)cc1 (stereo unspecified)	-3	-2	-2	1.0	22	i	15	-0.4	-1.2	1
CC(=O)N1c2ccc(S(=O)(=O)N3CCCCC3)cc2CC1C(=O)Nc1ccc(C)cc1 (stereo unspecified)	-2	-4	0	0.9	7	-0.4	10	-0.7	0.4	9
c1ccc(Cn2cnc3ccccc32)cc1	6	2	2	x	3	3.1	13	0.3	0.1	-5
O=C(Cc1c[nH]c2ccccc12)OCCOC(=O)Cc1c[nH]c2ccccc12	20	-2	-3	x	4	i	12	-0.6	0.2	-2
COc1ccccc1C(=O)Nc1ccc2c(c1)nc(CCNC(=O)c1ccco1)n2C	8	-2	-1	0.7	13	-0.3	28	-0.9	0.0	-11
CCCCOc1ccc(CSCCN=C(N)N)cc1	-14	-2	-4	0.9	0	-0.2	7	-1.4	0.0	9
CC(=O)c1c(C)[nH]c(C(=O)OCC(=O)Nc2cccnc2Cl)c1C	3	0	x	-0.3	1	-0.4	x	0.4	0.0	21
COc1ccc(OC)c(C2C3=C(CCCC3=O)Nc3nnnn32)c1 (stereo unspecified)	-19	1	1	x	-7	-0.2	8	-0.5	-0.4	-16
Clc1ccccc1CSc1snnc1-c1ccccc1	-33	-2	5	x	27	i	14	u	0.1	3
O=C(c1cc(-c2ccc3c(c2)OCO3)on1)N1CCN(c2ccc(F)cc2)CC1	-10	1	-3	x	2	12	19	-0.9	-0.4	-9
COc1ccc(Cc2nnc(SCC(=O)c3cccc([N+](=O)[O-])c3)n2C)cc1	8	-4	-4	1.1	2	1.6	28	-0.4	-0.3	-7
O=C(Nc1cc(S(=O)(=O)N2CCOCC2)ccc1N1CCOCC1)c1ccc(S(=O)(=O)N2CCCCC2)cc1	2	3	4	0.2	36	-0.4	14	-0.3	1.5	-17
COc1cccc(C(=O)NCC2CCCN(C(=O)Cc3cccc(C)c3)C2)c1OC (stereo unspecified)	x	-4	x	-0.3	8	-0.2	x	0.3	x	-3
Cn1c2ccccc2c2cc(C(=O)N3CCN(CCO)CC3)sc21	-9	-13	-6	x	8	-0.3	7	-1.8	-0.2	4
O=C(Nc1ccc(Cl)cc1)O/N=C(\c1ccccc1)c1ccccn1	x	8	2	x	2	i	22	-0.3	-1.0	-1
Cc1nc2ccn(Cc3ccccc3)c(=O)c2cc1C(=O)N1CCN(c2ccc(F)cc2)CC1	-5	-1	-1	1.5	29	-7.1	17	0.4	0.1	10
COc1ccc(Cl)cc1NC(=O)C(C)OC(=O)Cn1cc(C(F)(F)F)ccc1=O (stereo unspecified)	-2	0	x	-0.5	-11	i	x	2.1	24	5
CCc1nnc(NS(=O)(=O)c2ccc(N3C(=O)c4ccccc4C3=O)cc2)s1	-9	-3	5	-0.2	1	-0.3	-14	-0.1	7.1	-6
C=CCN(CC=C)C(=O)C(=O)c1cc(C)n(-c2ccc([N+](=O)[O-])cc2)c1C	20	-7	2	x	21	-12	19	-1.2	0.7	0
CC(C)N(C(=O)CSc1nnc(CN2CCCCCC2=O)n1-c1ccccn1)C(C)C	-17	-5	-4	x	-12	-1.8	8	2.0	-1.6	-10
Cc1ccnc(NC(=O)c2cccc(NC(=O)CC3SC(N4CCCCC4)=NC3=O)c2)c1 (stereo unspecified)	-10	-3	x	-1.1	11	10	x	3.7	1.1	-12
CCC(C)C(=O)Nc1cc(OC)c(OC)cc1C(=O)O (stereo unspecified)	-8	0	-3	x	-2	-0.3	-5	0.1	1.0	0
C=CCC1(CCCCC)C(=O)NC(=S)NC1=O	-21	-2	x	0.7	5	-1.1	x	-0.4	-0.4	6
COc1ccc(S(=O)(=O)Cc2ccc(C(=O)O)o2)cc1	-2	-5	0	1.3	-2	-0.2	-5	0.1	-1.3	13
COc1ccc(NC(=O)CN2CCN(c3ccccc3)CC2)cc1	-3&-12	-10	2	-0.6	2	i	25	0.3	-1.0	-8
CCCOc1ccc(C(=O)Nc2ccc(Cl)cn2)cc1	-12	0	1	x	5	0.3	25	0.0	0.8	11
CCCOc1ccc(NC2=CC(=O)CC(C)(C)C2)cc1	5	0	-4	0.4	4	i	26	0.8	3.7	7

# By substructure: those above with a thiophene ring, fused or not.
Molecule	SSB-PriA inh	Anthrax LF inh2	SARS 3CLpro inh	TcdB GH inh	Yp Topo-I inh	Vc quorum ag	DUSP3 inh	BoNT A protease	PfHsp40 rescue	CCHF vOTU inh
O=C(NCC(=O)N(Cc1ccco1)C(C(=O)NC1CCCCC1)c1ccncc1)c1cccs1 (stereo unspecified)	3	2	2	0.2	5	-0.3	19	1.4	1.6	-19
Cc1ccc(N(C(=O)Cc2cccs2)C(C(=O)NC2CCCC2)c2ccncc2)cc1 (stereo unspecified)	-3	-2	-2	1.0	22	i	15	-0.4	-1.2	1
Cn1c2ccccc2c2cc(C(=O)N3CCN(CCO)CC3)sc21	-9	-13	-6	x	8	-0.3	7	-1.8	-0.2	4

# Later entries.
Molecule	SSB-PriA inh	Anthrax LF inh2	SARS 3CLpro inh	TcdB GH inh	Yp Topo-I inh	Vc quorum ag	DUSP3 inh	BoNT A protease	PfHsp40 rescue	CCHF vOTU inh
O=C(COc1ccccc1)c1cn(CC(=O)N2CCOCC2)c2ccccc12	-8	0	-3	x	-5	x	11	0.7	4.1	22
CCCCn1c(/C=C/c2ccco2)nc2ccccc21	-2	2	1	2.3	-3	i	-5	6.4	-0.3	0
CC(=O)Nc1ccc(C(C#N)=Cc2ccc(N(C)CCC#N)cc2)cc1	x	-2	x	0.1	-2	-0.3	x	-0.8	x	17
Cc1nc(SCc2ccc(F)cc2)c2oc3ccccc3c2n1	0	9	3	0.0	3	-0.7	4	3.5	0.6	-9
O=C1N=C(N2C=CC(=C3C=CNC=C3)C=C2)/C(=C/N=NC(=O)c2ccccc2)S1	x	-1	-4	1.4	-9	-0.4	20	1.3	-1.0	41*
COc1ccc(Cl)cc1C(=O)OCC(=O)NCc1cccs1	-4	4	x	-0.1	5	i	x	-0.4	1.9	-7
Cc1ccc(N2CC(C(=O)OCC(=O)c3c(N)n(CC(C)C)c(=O)n(C)c3=O)CC2=O)cc1 (stereo unspecified)	2	x	x	1.1	3	-0.1	x	x	-0.3	-10
COc1cc(NC(=O)CN2CCCCC2)c(C)cc1[N+](=O)[O-]	-15	-2	0	0.4	-3	i	3	-0.4	-1.4	2
CC(=O)C1=C(C)OC(N)=C(C#N)C1c1cc([N+](=O)[O-])ccc1Cl (stereo unspecified)	-4	-5	1	-0.4	-1	1.4	37	u	1.3	-7

# Some of the entries above in a different format.
> O=C(COc1ccccc1)c1cn(CC(=O)N2CCOCC2)c2ccccc12
- SSB-PriA inh: -8
- Anthrax LF inh2: 0
- SARS 3CLpro inh: -3
- TcdB GH inh: x
- Yp Topo-I inh: -5
- Vc quorum ag: x
- DUSP3 inh: 11
- BoNT A protease: 0.7
- PfHsp40 rescue: 4.1
- CCHF vOTU inh: 22
> CC(=O)Nc1ccc(C(C#N)=Cc2ccc(N(C)CCC#N)cc2)cc1
- SSB-PriA inh: x
- Anthrax LF inh2: -2
- SARS 3CLpro inh: x
- TcdB GH inh: 0.1
- Yp Topo-I inh: -2
- Vc quorum ag: -0.3
- DUSP3 inh: x
- BoNT A protease: -0.8
- PfHsp40 rescue: x
- CCHF vOTU inh: 17
